Assay outcomes deposited in PubChem BioAssay by National Center for Advancing Translational Sciences (NCATS).
ALOX12 inh: blocks human arachidonate 12S-lipoxygenase. purified 12hLO, xylenol orange hydroperoxide absorbance. Potency, µM (series often up to 108 µM), without a hit: at the highest dose activity change, negative = inhibition, hits mostly inhibitors. P18054. 580,000 compounds, 1.1% hits; active = well fitted inhibition curve with a large enough effect; inconclusive = small, poorly fitted or top-dose-only effect, or another doubt; inactive = no such curve, though single readings can be large or run the other way; also: potency is read from the fitted curve at half-maximal effect
Target sequence (P18054 whole entry, looked up): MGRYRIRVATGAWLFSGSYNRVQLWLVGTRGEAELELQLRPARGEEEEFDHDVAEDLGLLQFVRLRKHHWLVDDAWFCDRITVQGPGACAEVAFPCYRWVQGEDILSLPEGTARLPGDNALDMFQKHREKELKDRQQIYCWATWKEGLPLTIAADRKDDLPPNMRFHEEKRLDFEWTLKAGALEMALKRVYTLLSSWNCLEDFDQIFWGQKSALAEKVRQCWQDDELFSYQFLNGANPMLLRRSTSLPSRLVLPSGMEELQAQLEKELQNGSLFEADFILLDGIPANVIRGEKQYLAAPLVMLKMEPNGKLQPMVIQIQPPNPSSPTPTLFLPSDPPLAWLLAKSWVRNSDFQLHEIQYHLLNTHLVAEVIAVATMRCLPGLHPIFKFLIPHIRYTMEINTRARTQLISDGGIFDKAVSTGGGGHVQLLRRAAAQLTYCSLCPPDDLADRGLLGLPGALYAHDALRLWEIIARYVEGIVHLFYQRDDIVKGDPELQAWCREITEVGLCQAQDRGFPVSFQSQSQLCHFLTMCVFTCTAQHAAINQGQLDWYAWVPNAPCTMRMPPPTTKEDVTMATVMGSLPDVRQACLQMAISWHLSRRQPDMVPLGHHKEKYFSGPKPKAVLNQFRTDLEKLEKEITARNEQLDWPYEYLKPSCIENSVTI
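Hydroperoxide product was detected by ferrous iron/xylenol orange as the 573 to 405 nm absorbance ratio. Arachidonic acid at 40 uM (final) was turned over for 30 min at room temperature by 150 nM human 12hLO, pH 7.0 Hepes buffer, after 15 min compound preincubation.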
LDHA inh: blocks human lactate dehydrogenase A | P00338 | purified LDHA, NADH/diaphorase-resazurin fluorescence; hits give low values | activity change, % (values are at about 110 or 230 µM) | 480,000 compounds, 0.15% hits | AID 1347041; in the data active = activity change below about -30%; inconclusive = mostly about -25% to -30%;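 also: plate controls were DMSO wells for no effect and wells without enzyme for full effect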
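Enzyme activity of human lactate dehydrogenase 5 (2 nM; 0.06 mM NADH, 0.2 mM pyruvate, 5 min, RT) is measured via a resazurin/diaphorase fluorescence readout of residual NADH.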
The depositor's hits bear a star; [ ] = remark or other dose. Unless noted, % is scaled to controls: 0 for no effect and ±100 for the full control effect.

For CCOC(=O)c1c(-c2ccc(N(C)C)cc2)oc2c1C(OC)CC2 (stereo unspecified) the results were ALOX12 inh inconclusive and LDHA inh 4.2.
Screening CC(=O)NC(c1ccccc1)c1nc(-c2ccc(S(C)(=O)=O)cc2)cs1 (stereo unspecified) returned ALOX12 inh 0.6% and LDHA inh -12.8.
`Cc1ccccc1NC(=O)c1sc(N)c(C#N)c1C` gave ALOX12 inh 8.2% and LDHA inh -1.6.
For COc1ccc(CNC(=O)CN(c2ccc(C(C)C)cc2)S(=O)(=O)c2c(C)n[nH]c2C)cc1 the results were ALOX12 inh 27.5% and LDHA inh -1.2.
COc1ccccc1OCCn1nc2ccccc2c1OC was read as ALOX12 inh 50.8%[activator] and LDHA inh -12.3.
Screening N#C/C(=C/c1cccc(Oc2ccccc2)c1)C(N)=O returned ALOX12 inh inconclusive and LDHA inh 0.7.
For COCCNc1nc(NCc2ccccc2F)c2sccc2n1 the results were ALOX12 inh -24.2% and LDHA inh -5.3.
`CCOC(=O)c1noc2ncn(CC(=O)Nc3cc(C)c(Cl)cc3OC)c(=O)c12` gave ALOX12 inh inconclusive and LDHA inh -5.9.
For O=C(O)/C=C/c1cc(Cl)ccc1OCc1ccccc1Br the results were ALOX12 inh inconclusive and LDHA inh 5.9.
Cc1cc(CNC(=O)c2cc(C)nc3ccccc23)c2ccccc2n1 was read as ALOX12 inh inconclusive and LDHA inh 2.5.
CCc1nc2c(OCc3ccc(Cl)cc3)cccn2c1N(C=O)Cc1ccc(OC)cc1 was read as ALOX12 inh -4.1% and LDHA inh -0.6.
`Cc1c(Cl)ccc(S(=O)(=O)NCCCO)c1Cl` gave ALOX12 inh inconclusive and LDHA inh 2.2.
O=C(CN1CCN(C(=O)CCNS(=O)(=O)c2ccc3ccccc3c2)CC1)Nc1ccc(F)cc1 was read as ALOX12 inh -2.7% and LDHA inh 6.6.
For O=C(O)C(c1c[nH]c2cc(Cl)ccc12)N1CCN(Cc2cccc3ccccc23)CC1 (stereo unspecified) the results were ALOX12 inh inconclusive and LDHA inh -14.1.
Cn1c(Sc2ncnc3sccc23)nnc1-c1ccc(F)cc1 was read as ALOX12 inh -9.4% and LDHA inh -12.7.
`COc1cc(OC)c(OC)cc1CNC(=O)c1cc(Cl)ccc1O` gave ALOX12 inh 19.4% and LDHA inh 1.6.
CCCOc1c(Cl)cc(/C=C/C(=O)c2ccc(O)c(OC)c2)cc1OCC was read as ALOX12 inh inconclusive and LDHA inh 4.8.
Screening Cc1oc(-c2cccs2)nc1C(=O)NC(C)COCC(F)(F)F (stereo unspecified) returned ALOX12 inh 1.9% and LDHA inh 3.1.
`COc1ccc(NC(=O)CCc2ncc(-c3ccccc3)o2)cc1` gave ALOX12 inh -2.4% and LDHA inh 10.5.
`O=C(CCc1c[nH]c2ccccc12)N1CCN(C(=O)c2ccco2)CC1` gave ALOX12 inh 56.1%[activator] and LDHA inh -1.8.
`COc1ccccc1NC(=O)c1cc(=O)c2c(C)cc(C)cc2o1` gave ALOX12 inh 45.2% and LDHA inh -4.3.
CC1CCN(CC2CCCN(c3ncccc3C#N)C2)CC1 (stereo unspecified) was read as ALOX12 inh -33.7% and LDHA inh 12.0.
`O=C(NCCN1CCCC1)c1nn(Cc2ccccc2)c(=O)c2ccccc12` gave ALOX12 inh -8.5% and LDHA inh -0.4.
Screening CN(CCC#N)c1ccc(/C=N/NC(N)=S)cc1 returned ALOX12 inh 17.8µM* and LDHA inh -0.2.
Screening Cc1nc(C(F)(F)F)ccc1C(=O)N1CCCC(C)(C(=O)O)C1 (stereo unspecified) returned ALOX12 inh 4.7% and LDHA inh -7.5.
`CCCCSc1nc2c(c(=O)[nH]c(=O)n2C)n1C(C)C` gave ALOX12 inh inconclusive and LDHA inh 7.0.
COCCNC(=O)C1(C)CCCN(CCSc2ccccc2)C1 (stereo unspecified) was read as ALOX12 inh inconclusive and LDHA inh -3.8.
For O=C(NC1(C(=O)O)CCCCC1)C1CCC1 the results were ALOX12 inh 3.8% and LDHA inh 0.1.
For O=C(CCSC1CCc2ccccc2NC1=O)Nc1ccccc1 (stereo unspecified) the results were ALOX12 inh 18.8% and LDHA inh 3.4.
`C/C(=N\NC(=O)c1cccs1)c1cccc(Br)c1` gave ALOX12 inh 16.3% and LDHA inh -5.7.
CC1CCN(CCCNC(=O)c2ccccc2C(F)(F)F)CC1 was read as ALOX12 inh -0.5% and LDHA inh 3.3.
Screening Cc1nn(C)c(C)c1CC(=O)Nc1nc(-c2ccc(F)cc2)c(C)s1 returned ALOX12 inh -23.5% and LDHA inh 12.9.
For O=C(CSc1ccc2ccccc2c1)N(C1CCCCC1)C1CCS(=O)(=O)C1 (stereo unspecified) the results were ALOX12 inh -5.0% and LDHA inh 5.5.
Screening O=C(CC(=O)c1ccccc1Cl)c1ccccc1Cl returned ALOX12 inh -5.4% and LDHA inh -23.4.
CCOC(=O)C1=C(C)OC(n2cccc2)=C(C#N)C1c1cc(OC)ccc1OC (stereo unspecified) was read as ALOX12 inh -2.7% and LDHA inh -16.1.
Screening CCCCSCC(O)CSc1nc(-c2ccccc2)cc(-c2ccc(C)cc2)c1C#N (stereo unspecified) returned ALOX12 inh inconclusive and LDHA inh 3.0.
`O=C(NCc1c(Cl)cccc1Cl)c1[nH]c(C(F)(F)F)nc1-c1ccccc1` gave ALOX12 inh -2.5% and LDHA inh -0.7.
`Cc1cc2oc(=O)cc(CN3CCCC3)c2cc1Cl` gave ALOX12 inh 6.31µM* and LDHA inh -1.2.
`CCOc1c(Cl)cc(CNCc2cccc(C#N)c2)cc1OC` gave ALOX12 inh inconclusive and LDHA inh 2.6.
For CC(C)NC(=O)c1ccn[nH]1 the results were ALOX12 inh -15.9% and LDHA inh -0.5.
For CCCc1nnc2sc(-c3ccc(CNC(=O)c4ccc(OC)c(Br)c4)cc3)nn12 the results were ALOX12 inh 6.9% and LDHA inh 2.9.
For CC(C)NC(=O)C1C(c2ccc(C(F)(F)F)cc2)=Nc2ccccc2N1C(=O)c1ccco1 (stereo unspecified) the results were ALOX12 inh -49.8% and LDHA inh -2.2.
CCOCCCNC(=O)CC1CCCC1 was read as ALOX12 inh 8.3% and LDHA inh 0.0.
Screening CC(C)(C)CNC(=O)c1[nH]cnc1C(=O)NCC1CCCCC1 returned ALOX12 inh 3.5% and LDHA inh 23.6.
For CCOC(=O)c1nc(N(CC)Cc2ccccc2)c2ccccc2n1 the results were ALOX12 inh -10.9% and LDHA inh -2.5.

Of the compounds above, 7 contain a cyano group:
`Cc1ccccc1NC(=O)c1sc(N)c(C#N)c1C` gave ALOX12 inh 8.2% and LDHA inh -1.6.
Screening N#C/C(=C/c1cccc(Oc2ccccc2)c1)C(N)=O returned ALOX12 inh inconclusive and LDHA inh 0.7.
CC1CCN(CC2CCCN(c3ncccc3C#N)C2)CC1 (stereo unspecified) was read as ALOX12 inh -33.7% and LDHA inh 12.0.
Screening CN(CCC#N)c1ccc(/C=N/NC(N)=S)cc1 returned ALOX12 inh 17.8µM* and LDHA inh -0.2.
CCOC(=O)C1=C(C)OC(n2cccc2)=C(C#N)C1c1cc(OC)ccc1OC (stereo unspecified) was read as ALOX12 inh -2.7% and LDHA inh -16.1.
Screening CCCCSCC(O)CSc1nc(-c2ccccc2)cc(-c2ccc(C)cc2)c1C#N (stereo unspecified) returned ALOX12 inh inconclusive and LDHA inh 3.0.
`CCOc1c(Cl)cc(CNCc2cccc(C#N)c2)cc1OC` gave ALOX12 inh inconclusive and LDHA inh 2.6.

Additional records follow:
`COC(=O)c1cccc(C(=O)NCc2cccc(OC)c2)c1` gave ALOX12 inh 10.7% and LDHA inh -15.0.
CCOC(=O)c1cc(-c2cccc(O)c2)oc1C was read as ALOX12 inh 0.0% and LDHA inh -1.3.
Fc1ccc(CNc2ccc3nnc(C(F)(F)F)n3n2)cc1 was read as ALOX12 inh 12.9% and LDHA inh -11.3.
`Cc1ccc(C(=O)N2CCN(c3cccc(C(F)(F)F)c3)CC2)s1` gave ALOX12 inh 1.0% and LDHA inh 5.8.
`Cc1ccccc1-c1cc2nc(NCCOc3ccccc3Cl)n(C)c(=O)c2s1` gave ALOX12 inh -11.9% and LDHA inh 3.0.
For Cc1cc(CSCC(=O)Nc2ccc3c(c2)CCC3)no1 the results were ALOX12 inh inconclusive and LDHA inh -0.7.
`CCc1ccc(NC(=O)Cn2cc(S(=O)(=O)c3ccc(OC)cc3)c(=O)c3ccccc32)cc1` gave ALOX12 inh inconclusive and LDHA inh 2.1.
For CC(C)C1CC(C)(C)c2ccc(O)cc21 (stereo unspecified) the results were ALOX12 inh inconclusive and LDHA inh 9.1.
CC(C)(C)c1ccc(C2CC2C(=O)N/N=C\C(Br)=C\c2ccccc2)cc1 (stereo unspecified) was read as ALOX12 inh 2.8% and LDHA inh 3.4.
`CCc1ccc(C(=O)c2cnc3cc(OC)c(OC)cc3c2N2CCOCC2)cc1` gave ALOX12 inh inconclusive and LDHA inh 5.7.
CC(=O)Nc1ccc(C)cc1S(=O)(=O)N1CCCCCC1c1ccc(C)s1 (stereo unspecified) was read as ALOX12 inh -0.4% and LDHA inh 3.4.
For CCC(C)NC(=O)[C@H](C)NC(=O)N1CCn2c1nc1ccccc12 (stereo partly specified) the results were ALOX12 inh 24.3% and LDHA inh 2.4.
Screening COc1cc(C#N)ccc1OC(C)C(=O)Nc1cccc(C)c1 (stereo unspecified) returned ALOX12 inh 26.2% and LDHA inh -2.3.
For O=C(Nc1nnc([C@@H]2O[C@H](CO)[C@@H](O)[C@H]2O)s1)Nc1cccc2c1CCCC2 the results were ALOX12 inh -23.3% and LDHA inh 3.2.
For Cc1cc(C)cc(NC(=S)NNC(=O)C(N)=O)c1 the results were ALOX12 inh -28.5% and LDHA inh 1.4.
For COc1cc(-c2cc(NC=O)c3ncc(-c4ccc(C(C)=O)cc4)n3c2)ccc1O the results were ALOX12 inh inconclusive and LDHA inh -0.3.
O=C(COc1cc2oc(=O)cc(-c3ccccc3)c2cc1Cl)NC1CC1 was read as ALOX12 inh -4.2% and LDHA inh 4.5.
`COc1cc2ccccc2cc1C(=O)Nc1ccc2oc(-c3ccncc3)nc2c1` gave ALOX12 inh inconclusive and LDHA inh -1.5.
CN1OC[C@@H]2CN(C(=O)NC3CCCCC3)[C@H](c3ccc(N4CCCCC4)cc3)C[C@@H]21 was read as ALOX12 inh -0.1% and LDHA inh -1.5.
Screening Cn1c(=O)c2c(ncn2CC(=O)NCC(C)(c2ccccc2)c2ccccc2)n(C)c1=O returned ALOX12 inh -33.0% and LDHA inh 2.0.
Screening Cc1ccc(-c2[nH]ncc2CNC(C)c2cccs2)cc1 (stereo unspecified) returned ALOX12 inh -56.8% and LDHA inh 4.6.
For Cc1ccc(S(=O)(=O)N2C(c3ccc(Cl)c(Cl)c3)CC=C(C(=O)O)C2c2ccc(Cl)cc2)cc1 (stereo unspecified) the results were ALOX12 inh 430.9%[activator] and LDHA inh inconclusive.
Screening CCCCCCn1c(SCC)nc2c1c(=O)[nH]c(=O)n2C returned ALOX12 inh -47.0% and LDHA inh 2.9.
Screening CC(C)=CC(=O)NC(c1cccs1)C(C)C (stereo unspecified) returned ALOX12 inh 25.5% and LDHA inh 1.0.
For Nc1nnnn1NCc1ccc(-c2ccc(F)cc2)o1 the results were ALOX12 inh 12.3% and LDHA inh 7.4.
COc1ncc(-c2ccc(N3C(c4ccsc4)=Cc4ccc(F)cc4C3CC(=O)c3ccco3)cc2)cn1 (stereo unspecified) was read as ALOX12 inh -2.8% and LDHA inh 15.6.
Screening O=C(c1ccc(OCc2ccncc2)cc1)N1CCN(C2CCS(=O)(=O)C2)CC1 (stereo unspecified) returned ALOX12 inh -38.4% and LDHA inh -9.4.
COCCOCCCNC(=O)CCNC(=O)c1ccc(C(C)(C)C)cc1 was read as ALOX12 inh 2.2% and LDHA inh -20.8.
Screening O=C(O)Cn1c(=O)c2c(ncn2Cc2ccccc2)n(Cc2ccccc2)c1=O returned ALOX12 inh -2.1% and LDHA inh -1.4.
`COc1ccc(CC(N)c2csc(NC(=O)Nc3ccccc3C(C)(C)C)n2)cc1` (stereo unspecified) gave ALOX12 inh inconclusive and LDHA inh -8.4.

Pulled by compound from above:
For COc1cc(-c2cc(NC=O)c3ncc(-c4ccc(C(C)=O)cc4)n3c2)ccc1O the results were ALOX12 inh inconclusive and LDHA inh -0.3.
Screening O=C(c1ccc(OCc2ccncc2)cc1)N1CCN(C2CCS(=O)(=O)C2)CC1 (stereo unspecified) returned ALOX12 inh -38.4% and LDHA inh -9.4.

Further structures:
Screening CCC(C)NC(=O)c1cc(C2CC2)nc2ccccc12 (stereo unspecified) returned ALOX12 inh 10.9% and LDHA inh 13.8.
O=C(Nc1ccc(Cl)cc1)N1CCN(c2cc(=O)n3nc(-c4ccco4)sc3n2)CC1 was read as ALOX12 inh -23.6% and LDHA inh -0.5.
`Cc1cccc(NC(=O)c2ccc(CNC(N)=O)cc2)c1C` gave ALOX12 inh -38.2% and LDHA inh -0.2.
Screening CCCCn1nnnc1CN1CCCC1c1ccc2c(c1)OCCO2 (stereo unspecified) returned ALOX12 inh -14.4% and LDHA inh -0.2.
`CC(=O)c1cccc(-c2ccnc3c2CC(C(=O)N2CCN(C)CC2)O3)c1` (stereo unspecified) gave ALOX12 inh -16.1% and LDHA inh -8.2.
CN(CC(=O)Nc1cccc(F)c1)C(=O)c1cc2ccccc2cc1O was read as ALOX12 inh inconclusive and LDHA inh 11.7.

These rows are one share of the data; the hit share may differ from the screen's.
